GALK inhibitor – blocks human galactokinase activity; hit rate 0.007% among 270,000; Purified GALK, Kinase-Glo residual ATP luminescence; Potency, µM (highest dose often 57.5 µM), inactives show top-dose activity change, negative = inhibition, hits mostly inhibitors; P51570; further: potency means the concentration at half of the fitted maximal effect; on the % scale 0 is the no-effect control and ±100 the full control effect
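Galactose (100 uM) and ATP (35 uM) were turned over by 5 nM GALK for 1 h at RT. Kinase-Glo Plus then converted the remaining ATP into a luminescent signal.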
MBNL1 CUG block – blocks human MBNL1 binding to CUG repeat RNA; Potency, µM (series often up to 57.5 µM), inactives show at the highest dose activity change, negative = inhibition, hits mostly inhibitors; TR-FRET MBNL1-His/biotin-(CUG)12 binding, 665/545 ratio; hit rate 0.036% among 280,000; active means well fitted inhibition curve with a large enough effect in the signal ratio, with a control signal flat, not every such curve was filed as active; inconclusive means small, poorly fitted or top-dose-only effect, or effect the other way, or a change in a side signal; inactive means no such curve, though single readings can be large or run the other way; the % refers to the signal ratio; further: potency means the concentration at half of the fitted maximal effect; on the % scale 0 is the no-effect control and ±100 the full control effect
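Compound titration spanned 92 nM–58 uM against the MBNL1-His/biotin-(CUG)12 complex. After 60 min at room temperature with 5 nM streptavidin-XL665 and 0.055 ng/ul terbium anti-His, ratiometric 665/545 nm emission (Ex 340 nm) normalized to controls.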
Chronic BCR inh – inhibitors of chronic active B-cell receptor signaling | ABC-DLBCL IkBa-CBG/CBR reporter, luminescence ratio, 4 h | Potency, µM (titrated, usually from 46.1 µM), inactives show at the top dose ratio change, negative = lower green/red ratio, actives largely listed as inhibitors | hit rate 0.05% among 340,000 | AID 493014; active means well fitted inhibition curve with a large enough effect in the signal ratio, with a control signal flat, not every such curve was filed as active; inconclusive means small, poorly fitted or top-dose-only effect, or effect the other way, or a change in a side signal; the % refers to the signal ratio;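 further: potency means the concentration at half of the fitted maximal effect; plate controls were basal doxycycline-induced cells for no effect and cells given 10 µM MG132 for full effect; MG132 reads +100%, hits lower the ratio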
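Concentration-response series (up to 46 uM) were applied to TMD8 dual-reporter cells for 4 h at 37C with doxycycline. Green/red ratio, after filter-overlap correction, defined %Activity; red signal alone was normalised to basal cells and zero luminescence.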
KCNH2 WT inh – inhibitors of human wildtype KCNH2 potassium channel | U2OS, BacMam KCNH2, thallium flux FluxOr; active compounds read low | Q12809 | activity change, % at 1.84 µM | hit rate 0.37% among 340,000;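 active means maximum activity change below -70%; inconclusive means maximum activity change between -70% and -50%; inactive means maximum activity change above -50%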; further: on the % scale 0 is the no-effect control and ±100 the full control effect
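U2OS cells transduced with wild-type KCNH2 virus are loaded with FluxOr dye for 45 min, and thallium flux is measured in kinetic reads before and after stimulation buffer. Rate constants are normalized to DMSO controls.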
USP2a inh – inhibitors of human ubiquitin-specific protease USP2a; USP2 core, Ub-CHOP2 coupled fluorogenic reporter, 485/531; Potency, µM (doses to about 38.3 µM), without a hit: at the highest dose activity change, negative = inhibition, most hits filed as inhibitors; hit rate 0.01% among 330,000; AID 463254;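 further: potency means the concentration at half of the fitted maximal effect; plate controls were DMSO wells for no effect and full inhibition by NEM control for full effect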
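Cell-free coupled assay: 10nM USP2 core preincubated 30min RT with compound in Tris-HCl pH 8.0/CaCl2/CHAPS buffer, then 25nM Ub-CHOP2 and 25nM reporter substrate; fluorescence (Ex 485/Em 531) read after 60min RT, normalized to NEM inhibition, concentration-response curves fitted.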
PKM2 activator – increases activity of human pyruvate kinase M2. purified PKM2, Kinase-Glo ATP luminescence, activation; response scale: 0% is enzyme alone, no compound. Potency, µM (highest dose often 57.5 µM), for the others: at the top dose activation, most hits filed as activators. hit rate 0.34% among 260,000; further: potency means the concentration at half of the fitted maximal effect; on the % scale 0 is the no-effect control and ±100 the full control effect; nearly all actives have a fitted effect of over 55% in size
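Purified hPK-M2 (>95% pure) converted ADP (0.1 mM final) to ATP with 0.5 mM PEP in 50 mM imidazole pH7.2, KCl, MgCl2, Tween 20, BSA; 1 h at room temperature. ATP detected by Kinase-Glo luminescence.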
TSHR antag – human thyrotropin receptor antagonism | P16473 | TSHR-expressing cells, TSH-stimulated cAMP HTRF, 2 h; active compounds read low | activity change, negative = inhibition, % at 11.5 µM | hit rate 0.2% among 330,000 | AID 504810;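 active means activity change below a set negative limit, meaning inhibition stronger than a set level, cut at about -70% in these data; inconclusive means activity change between two set negative limits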; further: on the % scale 0 is the no-effect control and ±100 the full control effect
Target sequence (P16473 whole entry, looked up): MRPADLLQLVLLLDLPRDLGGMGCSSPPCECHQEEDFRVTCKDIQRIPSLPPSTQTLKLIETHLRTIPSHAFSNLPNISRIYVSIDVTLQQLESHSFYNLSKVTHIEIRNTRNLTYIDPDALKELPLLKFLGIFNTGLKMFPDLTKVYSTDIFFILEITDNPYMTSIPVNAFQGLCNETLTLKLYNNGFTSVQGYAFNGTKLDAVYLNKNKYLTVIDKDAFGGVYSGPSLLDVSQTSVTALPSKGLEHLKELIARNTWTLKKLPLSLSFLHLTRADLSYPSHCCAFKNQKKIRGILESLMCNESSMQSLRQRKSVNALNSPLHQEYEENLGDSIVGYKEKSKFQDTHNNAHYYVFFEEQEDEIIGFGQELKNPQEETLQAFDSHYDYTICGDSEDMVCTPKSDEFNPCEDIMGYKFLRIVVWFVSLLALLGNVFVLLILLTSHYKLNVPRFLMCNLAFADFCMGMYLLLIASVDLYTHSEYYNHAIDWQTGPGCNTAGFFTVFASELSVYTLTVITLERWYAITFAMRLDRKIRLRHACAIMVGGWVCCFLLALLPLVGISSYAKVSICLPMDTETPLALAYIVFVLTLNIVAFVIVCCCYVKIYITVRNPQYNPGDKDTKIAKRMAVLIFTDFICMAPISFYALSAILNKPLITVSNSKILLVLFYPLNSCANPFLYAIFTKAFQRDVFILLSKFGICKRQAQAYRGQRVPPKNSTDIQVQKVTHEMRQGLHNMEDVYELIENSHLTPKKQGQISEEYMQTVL
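Freshly harvested TSHR cells receive pin-tooled compound, then EC80 TSH at 4nM final. After 2 hours at 37 deg C, antibody in lysis buffer and cAMP-d2 are added; 30 minutes at ambient temperature precede the HTRF read.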
ASM inhibitor – human S-ASM enzyme inhibition; P17405; placental ASM, HMU-PC fluorogenic substrate, 60 min; Potency, µM (doses to about 57.5 µM), for inactives: top-dose activity change, negative = inhibition, usual class: inhibitors; hit rate 0.006% among 340,000; further: potency means the concentration at half of the fitted maximal effect
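Fluorescence read-out (Ex 386 nm, Em 447 nm) after stopping the reaction at pH 10. Enzyme: ASM from human placenta; substrate HMU-PC0, 9 uM final; 60 min, 37 °C. Compound preincubation 10 min, ambient temperature.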
Mito fusion yeast – mitochondrial division inhibition or fusion activation. S. cerevisiae fusion-defective mutant growth rescue, CellTiterGlo 48 h. Potency, µM (top dose mostly 46.1 µM), inactives show at the highest dose growth rescue (activation), actives largely listed as activators. hit rate 0.23% among 320,000. AID 485298;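 further: potency means the concentration at half of the fitted maximal effect; % of control where 0% means no effect; nearly all actives have a fitted effect of over 45% in size; temperature-sensitive fusion mutants such as fzo1-1 at 37 °C on non-fermentable ethanol glycerol medium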
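Growth-rescue viability read-out: after 48 h at the non-permissive 37C in glycerol/ethanol YPEG, yeast mitochondrial fusion mutants are measured by CellTiterGlo luminescence; compounds (23 nl pinned per well) restoring growth score as division inhibitors or fusion activators.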
Menin MLL FP TR – menin-MLL binding inhibition, Texas Red mutant peptide; Potency, µM (top dose mostly 61.6 µM), for the others: at the top dose FP activity change, negative = inhibition, actives largely listed as inhibitors; Menin + Texas Red MLL mutant peptide, fluorescence polarization; O00255; hit rate 0.23% among 270,000; active means well fitted inhibition curve with a large enough effect in the polarisation, with a control signal flat, not every such curve was filed as active; inconclusive means small, poorly fitted or top-dose-only effect, or effect the other way, or a change in a side signal; inactive means no such curve, though single readings can be large or run the other way; the % refers to the polarisation; further: potency means the concentration at half of the fitted maximal effect; % of control where 0% means no effect; many of its hits are not listed in these tables
Eya2 inh – inhibitors of human Eya2 phosphatase activity; O00167; recombinant Eya2, OMFP fluorescence dephosphorylation (OMFP is methylfluorescein phosphate); Potency, µM (highest dose often 76.9 µM), for inactives: at the highest dose activity, negative = inhibition, most hits filed as inhibitors; hit rate 0.006% among 330,000; further: potency means the concentration at half of the fitted maximal effect; on the % scale 0 is the no-effect control and ±100 the full control effect
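Eya2 (0.2 uM) preincubated 10 min at ambient with compound, then OMFP substrate added at 50 uM; 10 min reaction in 50 mM HEPES pH 7.5, 50 mM NaCl, 5 uM MgCl2, 0.05% BSA, 1 mM DTT. Fluorescence read at Ex 485/Em 525 nm.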
* marks the source's active call; other numbers are inactive results; i = inactive; u = inconclusive; x = no result given; [ ] = another dose, or the depositor's remark. Unless noted, the call rests on the fitted dose curve; in most records, active means well fitted curve in the direction sought with a large enough effect; inconclusive means small, poorly fitted or top-dose-only effect, or another doubt; inactive means no such curve, though single readings can be large; an effect the other way counts as inactive or inconclusive.

SMILES | GALK inhibitor | MBNL1 CUG block | Chronic BCR inh | KCNH2 WT inh | USP2a inh | PKM2 activator | TSHR antag | ASM inhibitor | Mito fusion yeast | Menin MLL FP TR | Eya2 inh
O=C(COC(=O)/C=C/c1ccc(C(F)(F)F)cc1)NC1CCS(=O)(=O)C1 (stereo not drawn) | x | x | 4% | -6 | -7% | x | 16 | -2% | 0% | x | 26%
CCCN1CCc2c(sc(NC(=O)c3ccc(S(=O)(=O)N(C)c4ccccc4)cc3)c2C(=O)NC)C1 | 4% | u | -3% | 4 | -1% | 2% | 12 | -10% | 3% | 23% | -5%
Cc1cccc(C(=O)OCC(=O)Nc2ccc(F)cc2)c1 | -1% | 0% | u | -18 | 4% | -1% | 0 | 6% | -10% | 5% | -5%
CC1(CCC(=O)N2CCCC(Nc3ccc(F)cc3)C2)CC1 (stereo not drawn) | 6% | 3% | 6% | 5 | 1% | -1% | 20 | 0% | 8% | x | -26%
CCN(CC)S(=O)(=O)c1ccc(O)c(C(=O)OCC(=O)NC2CCCC2)c1 | -2% | 2% | -7% | -16 | 0% | x | -9 | 4% | 18% | 14% | 12%
Cc1ncc(CO)c(CNc2ccc(Oc3ccccc3)cc2)c1O | 0% | 8% | -7% | 15 | 3% | x | -11 | -2% | -4% | 5% | 8%
Cc1nn(-c2nnc(C)c(=O)[nH]2)c(C)c1SCC(=O)Nc1ccc(F)cc1 | -3% | -8% | -14% | -14 | -1% | 0% | -1 | 0% | -1% | -11% | 4%
CCCCC1(C)OC(=O)C(=Cc2ccc(N(CC)CC)cc2)C(=O)O1 (stereo not drawn) | -11% | 20% | 0% | 2 | 1% | 3% | 0 | -1% | -2% | 7% | -16%
Cc1ccc(-n2c(SCc3ccc(C#N)cc3)nnc2-c2ccccn2)cc1 | 2% | -4% | u | 1 | 2% | 1% | 16 | -1% | -2% | -6% | 1%
COc1ccc2cc(CCNC(=O)c3ccc(S(=O)(=O)N4CCCC4)cc3)c(=O)[nH]c2c1 | -6% | -5% | 2% | 0 | 2% | -3% | 1 | -1% | 0% | x | 1%
CCCCN(CC)C(=O)Cc1ccc(Br)cc1 | 0% | -10% | u | -1 | -1% | -2% | -4 | 8% | 5% | -7% | -2%
COCCNc1nc(N)c([N+](=O)[O-])c(NCC2CCCO2)n1 (stereo not drawn) | 2% | -6% | 1% | 1 | -1% | -8% | 7 | 1% | 0% | 9% | 5%
CC(C)Cn1cc(C(=O)N2CCC(C)CC2)c2c3ccccc3n(C)c2c1=O | -1% | 0% | 24% | -8 | -6% | -9% | 3 | 1% | -5%[9.22 µM] | u | -2%
COc1ccc(CC(NC(C)=O)C(=O)NC2CCN(c3nnnn3-c3ccccc3)CC2)cc1 (stereo not drawn) | 6% | -10% | 7% | -11 | 2% | -3% | -1 | 4% | -3% | 4% | -5%
O=C(O)c1cccc(Nc2nc(Nc3ccccc3)nc(N3CCCC3)n2)c1 | -2% | -10% | u | -2 | 12% | 7% | -6 | 0% | -9% | u | 12%
O=C(Nn1cnnc1)c1cc2c(s1)CCCC2 | -4% | 7% | -2% | 3 | -1% | -4% | 5 | -3% | 1% | 7% | -2%
CCOC(=O)c1csc(NC(=O)c2ccc(N3C(=O)CCC3=O)cc2)n1 | 7% | 1% | u | -1 | -1% | -3% | 6 | 2% | 4% | -6% | 8%
O=C(Nc1ccc2[nH]ncc2c1)c1ccccc1Br | -1% | 0% | u | 0 | 0% | 0% | 0 | 7% | -2% | 6% | -9%
C/C(=N\N=C(N)N)c1cccc(Cl)c1 | 3% | -4% | -2% | 8 | 2% | -2% | -4 | -1% | 1% | -26% | -10%
CCN(Cc1ccccc1)C(=O)C1CCN(Cc2sccc2C)CC1 | x | -13%[11.5 µM] | -5% | 7 | 1% | -1% | 7 | 5% | -5% | -9% | -3%
Cn1c(=O)n(C)c2cc(NS(=O)(=O)c3ccc(Br)s3)ccc21 | 7% | 3% | u | -3 | -2% | u | 4 | -1% | 13% | -30% | 4%
COCC(=O)N(CCc1ccc(OC)cc1)Cc1nc2ccccc2c(=O)[nH]1 | -3% | -1% | -1% | 4 | 2% | -1% | -14 | 3% | 0% | -6% | -2%
CCc1nnc(NS(=O)(=O)c2ccc(NC(=S)NC(=O)c3ccc(OC)c(OC)c3)cc2)s1 | 0% | x | 7% | x | 2% | -4% | -3 | -9% | 1% | 5% | -6%
COC(=O)C1=NN(C(=O)c2ccccc2)C(O)(c2ccc([N+](=O)[O-])cc2)C1 (stereo not drawn) | 0% | u | u | 1 | 4% | 0%[11.5 µM] | 5 | -11% | 0% | 8% | 17%
COc1ccc(NC(=O)Cn2c([N+](=O)[O-])cnc2C)cc1Cl | -3% | 0% | -1% | -2 | 4% | x | -5 | 3% | -7% | 18% | 0%
COc1ccc(S(=O)(=O)NC(C)C(=O)Nc2ccccc2C(F)(F)F)cc1 (stereo not drawn) | 0% | 2% | 8% | 2 | 7% | 4% | -7 | 0% | -3% | -4% | -29%
CN(C)S(=O)(=O)c1ccc(C(=O)NCC(=O)N/N=C/c2ccco2)cc1 | -4% | 9% | 4% | 1 | 4% | 4% | 0 | 3% | 2% | -1% | 4%
COc1ccccc1-n1cc(-c2ccccc2)[nH]c1=S | x | 49%[activator] | 0% | -4 | -2% | x | 8 | 1% | -28% | 5% | 7%
Cc1cc(C(=O)Nc2ccc(N3CCCC3)c(Cl)c2)ccc1[N+](=O)[O-] | 1% | x | 6% | i | -2% | 7% | -11 | -18% | 18% | u | -1%
O=C(N/N=C/c1ccc(N2CCOCC2)cc1)c1ccc(O)cc1 | x | u | u | 7 | 0% | -14% | 2 | 72%[activator] | -4% | x | u
COc1cccc(C(=O)OCC(=O)c2ccc(Br)s2)c1 | -7% | 26% | u | 14 | -4% | 0% | 2 | -2% | 3% | x | -2%
CCOC(=O)CN1C(=O)C(O)(C2CCc3ccccc3C2=O)c2ccccc21 (stereo not drawn) | 6% | 3% | 1% | 5 | 0% | -3% | 3 | 3% | 2% | 10% | -9%
CCOC(=O)CC(=O)CSc1nc(-c2ccccc2)cc(-c2ccc(Cl)cc2)c1C#N | 5% | 21% | 15% | -3 | 0% | 0% | -3 | 18% | -1% | 8% | -10%
Cc1nc(NC(=O)COC(=O)C2CC3CCCC(C2)C3=O)c(Cl)cc1Cl (stereo not drawn) | x | x | 4% | -10 | 0% | x | 5 | 2% | x | x | -9%
O=C(Nc1ccc(Cl)c(Cl)c1)Nc1nnc(-c2ccncc2)s1 | 0% | x | u | -3 | 9% | 0% | -16 | 109%[activator] | 0% | u | -1%
CN(CC1CCCN(CCc2ccc(F)cc2)C1)C(=O)CCC(N)=O (stereo not drawn) | -2% | -4% | 3% | 25 | 0% | 1% | -1 | 3% | -1% | -3% | -15%
O=C(NCc1cccnc1)c1ccc2c(c1)C(=O)N(Cc1ccccc1)C2=O | -6% | u | u | -5 | 1% | 0% | -7 | 3% | 1% | x | 3%
CC(C)CNC(=O)NC1(C(F)(F)F)Oc2ccccc2O1 | 11% | 2% | -28% | 1 | 5% | x | 9 | 5% | 6% | 13% | 11%
COc1ccccc1N1CCN(S(=O)(=O)c2c[nH]c(=O)[nH]c2=O)CC1 | x | x | -4% | 0 | 0% | x | 0 | -1% | 4% | x | 4%
O=c1c(OC2OC(CO)C(O)C(O)C2O)c(-c2ccc(O)c(O)c2)oc2cc(O)cc(O)c12 (stereo not drawn) | x | u | 0% | -2 | -1% | 4% | -1 | -3% | 1% | 0% | 4%

Source: PubChem

Only part of the results is shown. The share of hits here may be higher or lower than overall.
